Vif-A3F inh: Vif-A3F binding inhibition; HeLa A3F-eYFP + Vif (tagged APOBEC3F with the HIV-1 protein that degrades it), YFP fluorescence increase; Potency, µM (highest dose often 46.1 µM), for inactives: top-dose activity, negative = active; 390,000 tested, 0.2% active; AID 602313; also: potency is read from the fitted curve at half-maximal effect; % of control where 0% means no effect; nearly all actives have a fitted effect of over 65% in size
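Fluorescence increase (Ex 488/Em 500-530) after overnight compound treatment at 37 deg C flags inhibition of Vif-driven A3F-eYFP loss in stable HeLa A3F-eYFP/Vif cells seeded overnight beforehand.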
RGS4 inhibitor: human RGS4 inhibition; P49798; Transcreener GDP fluorescence polarization, RGS4-accelerated GTP hydrolysis; Potency, µM (doses to about 114 µM), without a hit: top-dose activity change, negative = inhibition, usual class: inhibitors; 390,000 tested, 0.039% active; AID 504845; also: potency is read from the fitted curve at half-maximal effect; % is scaled to controls: 0 for no effect and ±100 for the full control effect; nearly all actives have a fitted effect of over 75% in size; some results filed as inactive show a strong effect at the top dose
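MLSMR compounds (23 nl, pin-transferred) preincubated 10 min at room temperature with a 500nM (2x) first reagent, then RGS4 at 900nM (2x) plus Transcreener GDP mix added; fluorescence polarization (620/688 nm) read before and after 90 min at 30 °C.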
D2 antag: antagonists of human D2 dopamine receptor; P14416; HEK293 TREx D2 cells, calcium flux, dopamine EC80; inhibition, % at 10 µM; 340,000 tested, 2% active; in the data active = inhibition above about 30%; also: 0% is about no effect
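Dopamine at EC80 is the agonist stimulus; test compounds precede it by 180 s. Calcium flux read kinetically in a force-coupled, inducible HEK293 T-REx D2 cell line.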
12-LOX inh: inhibitors of human 12S-lipoxygenase ALOX12 | purified 12hLO, xylenol orange hydroperoxide absorbance | 580,000 tested, 1.1% active | P18054 | Potency, µM (series often up to 108 µM), for inactives: at the highest dose activity change, negative = inhibition, most hits filed as inhibitors; also: potency is read from the fitted curve at half-maximal effect; % is scaled to controls: 0 for no effect and ±100 for the full control effect
Target sequence (P18054 whole entry, looked up): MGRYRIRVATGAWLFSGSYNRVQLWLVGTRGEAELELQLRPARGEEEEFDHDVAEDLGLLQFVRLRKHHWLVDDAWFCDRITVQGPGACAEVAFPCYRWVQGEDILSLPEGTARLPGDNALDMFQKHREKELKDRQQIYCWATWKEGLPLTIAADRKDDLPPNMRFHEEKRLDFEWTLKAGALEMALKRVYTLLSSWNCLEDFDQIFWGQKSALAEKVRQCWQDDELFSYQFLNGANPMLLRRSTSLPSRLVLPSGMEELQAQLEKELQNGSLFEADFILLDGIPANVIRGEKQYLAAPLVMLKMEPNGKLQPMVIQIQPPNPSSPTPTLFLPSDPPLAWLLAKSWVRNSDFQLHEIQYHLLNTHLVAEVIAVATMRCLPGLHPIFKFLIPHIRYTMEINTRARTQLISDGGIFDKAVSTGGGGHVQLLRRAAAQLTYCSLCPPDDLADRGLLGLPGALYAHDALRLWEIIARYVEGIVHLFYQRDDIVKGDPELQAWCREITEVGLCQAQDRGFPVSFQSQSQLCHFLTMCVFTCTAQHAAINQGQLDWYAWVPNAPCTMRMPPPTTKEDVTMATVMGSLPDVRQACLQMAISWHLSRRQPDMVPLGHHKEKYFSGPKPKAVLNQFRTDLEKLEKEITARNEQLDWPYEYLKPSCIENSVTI
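Purified human 12hLO at 150 nM in 25 mM Hepes, 0.01% Triton X-100, pH 7.0, preincubated 15 min at room temperature with compound. Reaction started with 40 uM arachidonic acid, 30 min at room temperature. Hydroperoxide measured by Fe-xylenol orange, 573/405 nm absorbance ratio.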
ERG Ets-DNA blk: ERG Ets/DNA interaction inhibition; 370,000 tested, 0.028% active; P11308; AID 624246; fluorescence polarization, His-ERG Ets domain / labelled DNA; Potency, µM (top dose mostly 76.9 µM), without a hit: at the top dose FP activity, negative = inhibition, hits mostly inhibitors; active = well fitted inhibition curve with a large enough effect in the polarisation, with a control signal flat; inconclusive = small, poorly fitted or top-dose-only effect, or effect the other way, or a change in a side signal; inactive = no such curve, though single readings can be large or run the other way; the % refers to the polarisation;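 also: polarization taken with two DNA probes labelled with fluorescein and Texas red; potency is read from the fitted curve at half-maximal effect; % of control where 0% means no effect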
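His-tagged ERG Ets domain (1 uM in the protein solution; 300mM KCl, 50mM Tris-HCl, 1mM EDTA, 1mM DTT, pH 7.5) received compound, then a probe mix of 5 nM fluorescein-DNA and 100nM Texas-615-DNA. Fluorescence polarization was read for both dyes.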
Vif-APOBEC3G blk: inhibitors of Vif-APOBEC3G interaction. Potency, µM (top dose mostly 46.1 µM), inactives show top-dose activity, negative = active, most hits filed as inhibitors. 410,000 tested, 0.076% active. Q9HC16. HeLa A3G-eYFP + Vif (tagged APOBEC3G with the HIV-1 protein that degrades it), YFP fluorescence, overnight. AID 602310;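 also: potency is read from the fitted curve at half-maximal effect; % is scaled to controls: 0 for no effect and ±100 for the full control effect; nearly all actives have a fitted effect of over 60% in size; hits raise eYFP signal because A3G escapes Vif-driven loss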
Target sequence (Q9HC16 whole entry, looked up): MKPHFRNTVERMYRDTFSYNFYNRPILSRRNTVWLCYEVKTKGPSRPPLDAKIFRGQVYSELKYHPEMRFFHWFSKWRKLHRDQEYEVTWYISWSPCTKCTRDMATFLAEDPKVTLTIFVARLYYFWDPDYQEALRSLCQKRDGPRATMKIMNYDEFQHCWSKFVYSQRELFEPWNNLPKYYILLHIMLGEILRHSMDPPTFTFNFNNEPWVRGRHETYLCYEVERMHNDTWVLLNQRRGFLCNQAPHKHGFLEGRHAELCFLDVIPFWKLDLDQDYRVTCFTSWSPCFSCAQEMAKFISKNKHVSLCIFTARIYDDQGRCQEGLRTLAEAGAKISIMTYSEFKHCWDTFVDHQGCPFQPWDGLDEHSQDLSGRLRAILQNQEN
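HeLa cells stably expressing Vif and C-terminally eYFP-tagged A3G, seeded overnight at 37 deg C, then exposed to compound by pintool overnight at 37 deg C. Rise in yellow fluorescence (Ex 488/Em 500-530, Acumen) marks blocked Vif-driven A3G degradation.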
D2 ag: activates the human D2 dopamine receptor. P14416. HEK293 T-REx D2 cells, calcium flux agonist mode. activation, % at 2 µM. 340,000 tested, 0.53% active;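 active = activation over 3 SD above normal in the single-dose calcium agonist read, cut at about 30% in these data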; also: 0% is about no effect
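Calcium-flux readout, 1 cycle/sec over 180 s following compound pin transfer, in inducible HEK293 Trex D2 cells (force-coupled); dopamine controls included. Positive calcium responses during this window marked compounds as potential agonists.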
GRP78 ERSR act: ER stress response induction in glioma | U87-MG GRP78 promoter luciferase reporter, 16 h | Potency, µM, inactives show top-dose activation, usual class: activators | 420,000 tested, 0.02% active; also: potency is read from the fitted curve at half-maximal effect; series mostly up to about 76 µM; % of control where 0% means no effect; nearly all actives have a fitted effect of over 35% in size
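ERSR induction read as luciferase luminescence (Bright-Glo, 10 min at room temperature) in stably transfected human U87-MG glioma cells exposed to compounds for 16 h, using GRP78 as sensor.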
LDHA inh: inhibitors of human lactate dehydrogenase A. P00338. purified LDHA, NADH/diaphorase-resazurin fluorescence; hits give low values. activity change, % (values are at about 110 or 230 µM). 480,000 tested, 0.15% active; in the data active = activity change below about -30%; inconclusive = mostly about -25% to -30%;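 also: plate controls were DMSO wells for no effect and wells without enzyme for full effect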
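Human LDH5 at 2 nM final in Tris HCl pH 7.4 with 0.06 mM NADH and 0.2 mM pyruvate, reacted 5 minutes at room temperature. Remaining NADH coupled via diaphorase/resazurin; resorufin fluorescence read at 0 and 20 minutes, normalized to enzyme-free and DMSO wells.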
An asterisk follows results filed as active; u = inconclusive; x = not tested or not shown; [ ] = another dose, or the depositor's remark. Unless noted, calls follow the shape of the dose curve; as a rule, active = well fitted curve in the direction sought with a large enough effect; inconclusive = small, poorly fitted or top-dose-only effect, or another doubt; inactive = no such curve, though single readings can be large; an effect the other way counts as inactive or inconclusive. These rows are one share of the data; count on the stated rates, not on these rows.

SMILES	Vif-A3F inh	RGS4 inhibitor	D2 antag	12-LOX inh	ERG Ets-DNA blk	Vif-APOBEC3G blk	D2 ag	GRP78 ERSR act	LDHA inh
CC(C)Oc1ccc(C(=O)OCC(=O)c2ccc[nH]2)cc1	0%	6%	x	1%	-13%	-2%	x	2%	0
CCN(Cc1ccccc1)C(=O)Cn1c(=O)n(CC(=O)N2CCCCC2)c(=O)c2sccc21	4%	-3%[56.9 µM]	-2	18%	-1%	-6%	0.2	-6%	-2
Cc1cc(N/N=C/c2ccc(F)cc2)nc(NCc2ccccc2)n1	-24%	-17%	-2	0%	0%	-3%	-0.5	1%	-3
Cc1cc(/C=N/n2cnnc2)c(C)n1-c1cccc(Cl)c1	6%	0%	1	u	-2%	-10%	-0.4	-4%	-1
CC(C)CCn1c(N)c(S(=O)(=O)c2cccs2)c2nc3ccccc3nc21	-4%	-18%	-7	u	7%	-11%	-0.1	-7%	16
CC(C)CCNC(=O)C1CCN(C(=O)N(C)C)CC1	9%	-4%	-21	12%	x	2%	1.0	-2%	-4
Cc1cc(C(=O)N2CCCC(Nc3ccc(C)c(C)c3)C2)nc(C)n1 (centres undefined)	0%	x	x	-4%	x	0%	x	-4%	3
Cc1ccc(F)cc1NCC(=O)Nc1ccc(Cl)cc1F	-8%	-6%	3	-21%	5%	2%	0.0	-2%	-4
COc1ccccc1N1CCN(C(=O)c2cc(S(=O)(=O)N3CCOCC3)ccc2C)CC1	-2%	6%	2	x	2%	0%	0.4	-2%	-6
CC(=O)Nc1ccc(S(=O)(=O)N(Cc2cc3ccc(C)cc3[nH]c2=O)CC2CCCO2)cc1 (centres undefined)	-1%	-3%	-9	33%[activator]	8%	0%	-0.2	5%	-3
COc1ccc(N(CC(=O)NCCSc2ccccn2)S(C)(=O)=O)cc1Cl	-7%	-17%	8	21%	-8%	-3%	0.9	-4%	-3
CC(=O)Nc1ccc(NC(=O)CSc2nnc(C3CC3)n2C)cc1	-3%	-33%	-20	-22%	-2%	-1%	0.2	0%	-12
Cc1nn2c(=O)cc(COC(=O)c3ccc(S(=O)(=O)N4CCCCC4)cc3)nc2s1	2%	14%	8	69%[activator]	-7%	-2%	1.6	-1%	-7
CC(=O)N1CCN(c2cc(N3CCCC3)c(F)cc2[N+](=O)[O-])CC1	15%	36%	15	-29%	3%	-21%	-1.4	-3%	2
Cc1ccc(-c2nc3ccccc3nc2-c2ccccc2)cc1	-1%	4%	9	0%	-1%	0%	-1.6	1%	0
CCc1nc2scc(-c3cccs3)c2c(=O)o1	x	-3%	-15	0%	-5%	-2%	-0.3	-3%	-5
O=C(CO)N/N=C/c1cccc(Cl)c1Cl	8%	-28%	-1	16%	x	-8%	0.0	-4%	-6
O=C(CN1CCN(S(=O)(=O)c2ccc(Cl)cc2)CC1)N1CCCC1	11%	-24%	-10	9%	-1%	-1%	0.3	-2%	-2
COC(=O)c1cc(OC)c(OC)cc1NC(=O)CCNC(=O)c1ccco1	-2%	10%	-7	7%	0%	1%	-1.8	-2%	-9
COc1ccc(/C=C/C(=O)OCC(=O)NCCC2=CCCCC2)cc1	0%	0%	-3	2%	-9%	1%	-0.5	-4%	-1
CN1C[C@@H]2[C@@H]3C(=O)N(Cc4ccccc4)C(=O)[C@@H]3[C@](C)(C1=O)N2C(=O)c1ccccc1	2%	-10%	x	-1%	2%	1%	x	1%	2
CC(C)c1ccccc1NC(=O)Nc1nnc([C@@H]2C[C@H](O)[C@@H](CO)O2)s1	x	x	x	1%	x	0%	x	1%	-1
O=C(O)C(F)=C1c2ccccc2-c2ccccc21	4%	-3%	x	15%	2%	-8%	x	-6%	3
C=CCNc1ncnc2ccccc12	-7%	-1%	-7	-30%	x	0%	-1.0	-2%	-9
C=C[C@@]1(C)CCC(/C(C)=C/C=C/C(C)(C)O)C[C@@H]1C(=C)C (some centres undefined)	1%	-20%	x	26%	-3%	3%	x	-2%	8
SMILES	Vif-A3F inh	RGS4 inhibitor	D2 antag	12-LOX inh	ERG Ets-DNA blk	Vif-APOBEC3G blk	D2 ag	GRP78 ERSR act	LDHA inh
CCN(c1ccccc1)S(=O)(=O)c1ccc(OC)c(NC(=O)c2c(C)noc2C)c1	-2%	-13%	-11	-1%	3%	-1%	-0.5	1%	-3
CCN1CCN(C(=O)c2c(-c3ccccc3)noc2C)CC1	-3%	4%	-17	22%	-3%	0%	2.2	-4%	-8
C=C(C)CSc1nc(N)c(C#N)c(-c2ccc(C)cc2)c1C#N	-10%	-21%	22	u	x	-4%	0.8	-2%	-8
COc1ccccc1NC(=O)N(C)C[C@@H]1OCc2cnnn2CCCC(=O)N([C@H](C)CO)C[C@H]1C	-5%	x	x	6%	x	1%	x	0%	-1
CC(C(=O)c1ccccc1)n1cnc2ccccc2c1=O (centres undefined)	-12%	-13%	14	-8%	-1%	0%	-0.2	0%	-7
CCCCN(CCCC)CCNC(=O)CSCc1ccc(C)cc1	3%	9%	8	-19%	63%[activator]	0%	1.0	-2%	-23
Cc1cc(C)c2nc(N3CCCN(C(=O)c4cnccn4)CC3)c(C#N)cc2c1	1%	-20%	2	0%	-10%	1%	0.8	-3%	10
COc1ccc(NS(=O)(=O)c2ccc(C(=O)N(C)Cc3ccc(C)o3)cc2)cc1	-6%	-17%	x	1%	2%	1%	x	-4%	-7
COc1ccc(C(=O)Nc2ccc(C(=O)N3CCCC3)cc2)cc1[N+](=O)[O-]	-1%	-6%	1	3%	-3%	-3%	-3.1	-2%	0
CCCCN(C=O)c1c(CC)nc2c(OCCOc3ccccc3)cccn12	x	x	x	u	x	1%	x	-1%	1
O=C(CN1CCN(C(=O)N2CCOCC2)CC1)Nc1cc(Cl)ccc1Cl	-3%	10%	-5	10%	1%	0%	0.7	2%	-9
Cc1ccc(S(=O)(=O)c2nnn3c2nc(Nc2ccc(C(C)C)cc2)c2sccc23)cc1C	2%	4%	x	0%	-30%	1%	0.5	-3%	-2
C[C@H](CO)N1C[C@H](C)[C@@H](CN(C)S(=O)(=O)c2ccc(F)cc2)Oc2ccc(NC(=O)Nc3ccc4c(c3)OCO4)cc2C1=O	-2%	4%	x	-54%	-1%	-4%	x	-2%	10
C=CCn1c(-c2ccc(OC)c(OC)c2)cs/c1=N\c1ccccn1	1%	-7%[11.4 µM]	-14	u	3%	0%	-0.6	-3%	-3
COc1ccccc1/C=C(/NC(=O)c1ccc(Cl)cc1Cl)C(=O)O	6%	-19%	-10	42%[activator]	1%	2%	-3.1	-1%	3
Cc1ccc(S(=O)(=O)N2CCC(C(=O)Nc3cc(C)ccc3C)CC2)cc1	-14%	-9%	x	u	6%	5%	-1.9	-2%	-4
COc1ccccc1Cc1c(-c2ccc(C#N)cc2)nc2c3ccccc3ccn12	x	x	x	13%	x	-4%	x	-4%	-2
COc1ccc(C2Nc3ccccc3-c3cc(C)nn32)c(OC)c1 (centres undefined)	-2%	-5%	x	1%	-9%	-1%	0.5	-1%	-2
NC(=O)C1=NOC(CNc2ncc(C(F)(F)F)cc2Cl)C1 (centres undefined)	-10%	-7%	x	349%[activator]	0%	-9%	x	5%	0
C(=N\Nc1nncc2ccccc12)/c1ccccn1	u	13%	-3	u	27%	0%	0.6	-12%	-5
Cc1nn(-c2ccccc2)c(OC(=O)c2ccccc2)c1S(=O)(=O)c1ccccc1	5%	23%	x	-15%	0%	1%	-0.9	-1%	-10
C=CCn1c(=O)c(C#N)cc2c(=O)n3ccccc3nc21	-8%	-43%	58*	243%[activator]	-2%	-7%	0.0	-2%	8
CC1(C)CC2CC(C)(CN2c2ncnc3ccc(Br)cc23)C1 (centres undefined)	-4%	-13%	12	-18%	-4%	-14%	-3.1	-5%	2
COc1ccc(C(C(=O)NCc2ccccc2)N(Cc2ccco2)C(=O)c2snc(C(N)=O)c2N)cc1OC (centres undefined)	7%	-9%	-17	30%	15%	-6%	-0.7	-5%	-5
COC(=O)c1cnn(-c2ccccc2)c1C(OC)OC	0%	14%	-10	154%[activator]	4%	-5%	-2.6	-2%	-8
SMILES	Vif-A3F inh	RGS4 inhibitor	D2 antag	12-LOX inh	ERG Ets-DNA blk	Vif-APOBEC3G blk	D2 ag	GRP78 ERSR act	LDHA inh
COCCn1ccc2c(OCC(=O)Nc3ccccc3OC)cccc2c1=O	-4%	-3%	-2	-1%	13%	-9%	-0.8	-3%	-6
O=C1COc2ccc(C(=O)COC(=O)c3ccc([N+](=O)[O-])cc3Cl)cc2N1	4%	-33%	3	-29%	18%	0%	0.5	-4%	-4
CCN(CC)CCN1CCN(c2cncc(-c3cccc(N)c3)n2)CC1	x	x	x	u	x	0%	x	-5%	-3
CNc1ccccc1C(C)(C)c1cc(-c2cccc(OC)c2)no1	3%	-18%	11	-9%	106%[activator]	0%	-0.5	-3%	2
CC1=C(C)CS(=O)N(S(=O)(=O)c2ccccc2)C1 (centres undefined)	u	u	-7	-19%	2%	-6%	-0.2	-3%	-11
Cc1ccc(/C=N/NC(=O)c2cccnc2)s1	9%	-15%	-3	5%	-13%	1%	0.0	-2%	0
O=c1oc2c3c(ccc2c2ccccc12)OCN(Cc1cccc(Cl)c1)C3	-7%	-4%	x	-19%	-5%	2%	-1.1	-1%	15

Structures listed so far that bear a hit mark in D2 antag:
SMILES | RGS4 inhibitor | D2 antag | 12-LOX inh | ERG Ets-DNA blk | GRP78 ERSR act
C=CCn1c(=O)c(C#N)cc2c(=O)n3ccccc3nc21 | -43% | 58* | 243%[activator] | -2% | -2%

Screening results as filed in PubChem.
